Screens as filed in PubChem BioAssay.
IL1B NFkB inh: blocks IL-1B driven NFkB nuclear translocation in HUVEC cells. actives 0.43% (n = 94,000). inhibition, % at 2 µM. HUVEC IL-1B NFkB p65 nuclear translocation imaging. AID 796;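 active = inhibition above about 30% together with a positive call from visual inspection of the well image, limit read from the data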;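 note: nuclear over cytoplasmic p65 intensity ratio measured by imaging; 0% = IL-1B stimulated DMSO wells and 100% = unstimulated DMSO wells; values of inactives mirror those of a sister screen read the other way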
PLAP inhibitors HTS: PLAP enzyme inhibitors, biochemical, luminescence, HTS (AID 690); purified PLAP, luminescent substrate; higher % means a stronger effect; inhibition, % at 20 µM, or IC50 in µM where a hit was titrated; actives 0.08% (n = 96,000); in the data active = a potency from the dose series; inactive = the rest, 99 in 100 with inhibition below about 30%; note: strong numbers were not always called active
Bcl-B displacement: displacers of TR3 peptide from Bcl-B, primary screen, selectivity assay for Bfl-1 inhibitor project, biochemical, fluorescence polarization; displacement, % at 20 µM; hits with a dose series show IC50 in µM; AID 748; FP displacement of FITC-TR3 peptide from Bcl-B; higher % means a stronger effect; actives 0.11% (n = 96,000);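 active = displacement above 50% at 20 µM plus a fluorescence interference ratio under 1.5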;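 note: plate controls were wells without compound for no effect and wells lacking Bcl-B protein for full effect; a part of the inactive calls stands beside numbers as strong as those of hits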
MRP reversal: MRP-mediated drug resistance reversal; H69AR cells + 2 uM doxorubicin, CellTiter-Glo, 72 h; differential viability (reversal), % at 10 µM; actives 0.04% (n = 85,000); AID 602;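 active = viability drop by adding the cancer drug above about 55%, with treated viability meeting a 40% cutoff, limit read from the data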;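 note: viability without doxorubicin minus viability with 2 µM doxorubicin for each compound; larger differential means the compound sensitizes cells more to doxorubicin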
NFkB transloc pot: enhances IL-1B driven NFkB nuclear translocation; AID 819; actives 0.3% (n = 94,000); activation, % at 2 µM; HUVEC IL-1B NFkB p65 nuclear translocation imaging;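 active = activation above 40%, about the mean plus 3 SD, also judged a hit on visual image review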;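 note: percent activation is computed from the nuclear over cytoplasmic p65 intensity ratio; values of inactives mirror those of a sister screen read the other way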
MRP reversal cytotoxicity: recorded beside MRP reversal, whose call it bears; viability, %; H69AR cells, CellTiter-Glo, 72 h; measured here: cytotoxicity without doxorubicin
MRP reversal with doxorubicin: further read-out of MRP reversal, marked with its call; viability, %; measured here: viability with 2 uM doxorubicin; hits give low values
IL1B NFkB inh cell count 2 µM: also measured in IL1B NFkB inh; calls as there; cell count; measured here: cells passing quality filter;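 raw number of nuclei counted in each imaged well without normalization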
NFkB transloc pot cell count 2 µM: also measured in NFkB transloc pot; calls as there; cell count; measured here: cells passing quality filter
* = called active by the depositor; nt = not tested or not shown. An excerpt, so the mix of outcomes need not match the whole.

SMILES	IL1B NFkB inh	IL1B NFkB inh cell count 2 µM	PLAP inhibitors HTS	Bcl-B displacement	MRP reversal	MRP reversal cytotoxicity	MRP reversal with doxorubicin	NFkB transloc pot	NFkB transloc pot cell count 2 µM
CN(C)Cc1nc2ccccc2c(=O)n1Cc1nc(-c2cc3ccccc3o2)cs1	-12	178	-53%	-15%	7	53	46	12	178
CC1=CC(C)(C)N(C(=O)c2ccccc2)c2ccccc21	-2	86	2%	-9%	-9	89	98	2	86
Cn1c(=O)c2c(ncn2CC(=O)Nc2ccc(N3CCOCC3)cc2)n(C)c1=O	-4	134	16%	-14%	6	91	85	4	134
COc1ccc(C(=O)Nc2ccccc2C(=O)N/N=C/c2ccccc2OC)cc1	-12	198	-8%	-3%	nt	nt	nt	12	198
Cn1ncc(Cl)c1C(=O)Nc1ccncc1	6	151	nt	nt	-3	89	92	-6	151
C=CCn1c(SCn2nnc3ccccc3c2=O)nc2scc(-c3cccs3)c2c1=O	-8	126	-46%	-74%	24	94	69	8	126
CCCCC1S/C(=N/N=C/c2ccc(OC)cc2)N(Cc2ccc(OC)cc2)C1=O (configuration not stated)	-10	161	13%	-13%	13	96	83	10	161
CC(Oc1ccc(-c2ccccc2)c(F)c1)c1ccn(S(=O)(=O)c2ccc(Br)cc2)n1 (configuration not stated)	2	129	22%	0%	nt	nt	nt	-3	129
COc1ccc(NC(=O)CCN2CCN(S(=O)(=O)c3cc(Cl)ccc3Cl)CC2)cc1	-5	168	-78%	12%	-11	84	94	5	168
CCS(=O)(=O)N1CCC(C(=O)NCCCN2CCCC2)CC1	5	126	-31%	7%	-11	99	110	-5	126
C=CCn1c(=O)c2c3c(sc2n2c(Nc4ccccc4)nnc12)CCCC3	3	167	21%	-1%	54	101	47	-3	167
CSc1cccc(NC(=O)/C=C/c2ccccc2)c1	10	213	76µM*	-6%	nt	nt	nt	-9	213
Clc1ccc(-c2cnc3n2CCC3)cc1	-2	155	0%	-12%	1	83	81	2	155
CCCN1CCC(N(C)CCc2ccc(OC)c(OC)c2)CC1	11	70	-24%	-11%	-39	55	94	-11	70
CCOC(=O)C(NCCCCl)c1ccccc1 (configuration not stated)	-8	163	-3%	-8%	18	95	77	8	163
CC(C)(C)n1nnnc1C(c1ccc(Cl)cc1)N1CCCc2ccccc21 (configuration not stated)	8	170	-19%	1%	17	89	72	-8	170
CCNc1nc(C)nc2c1oc1ccccc12	21	135	12%	4%	5	96	91	-21	135
O=C(Oc1c(Cl)cc(Cl)c2cccnc12)N1CCOCC1	-9	154	-4%	-5%	4	86	82	9	154
CCNc1ccc2noc3c2c1C(=O)c1ccccc1-3	-25	130	nt	nt	-8	18	25	25	130
COc1ccc(-c2ccc(=O)n(CC(=O)Nc3nnc(C(C)C)s3)n2)cc1OC	12	139	-16%	-1%	-8	86	94	-12	139
CN1CCN(S(=O)(=O)c2ccc(SCCOc3ccccc3)nc2)CC1	-14	117	-40%	0%	7	87	80	14	117
COCCNC(=O)CSc1nc2ccc(N3CCOCC3)cc2c(=O)n1CCc1ccccc1	nt	nt	-64%	10%	-1	81	81	nt	nt
CCOC(=O)c1cn(CC)c2ccc(S(=O)(=O)N3CCC(C)CC3)cc2c1=O	7	125	nt	-2%	14	98	83	-7	125
O=C(c1cc2ccccc2oc1=O)N(Cc1cccs1)C1CCS(=O)(=O)C1 (configuration not stated)	-11	170	-6%	-4%	4	91	87	11	170
CCc1ccc(CSc2nccn2-c2ccccc2)cc1	4	124	19%	9%	nt	nt	nt	-4	124
SMILES	IL1B NFkB inh	IL1B NFkB inh cell count 2 µM	PLAP inhibitors HTS	Bcl-B displacement	MRP reversal	MRP reversal cytotoxicity	MRP reversal with doxorubicin	NFkB transloc pot	NFkB transloc pot cell count 2 µM
Cc1ccc2c(c1)[nH]c1c(=O)n(Cc3ccccn3)cnc12	10	93	22%	4%	-6	71	78	-10	93
Cc1ccc(OC(=O)C(C)c2cccc(C(=O)c3ccccc3)c2)cc1 (configuration not stated)	9	133	-2%	-9%	nt	nt	nt	-9	133
O=C(Cc1cc(=O)[nH]c(=O)[nH]1)NCCN1CCOCC1	-31	186	nt	nt	9	104	96	31	186
COc1ccc(C(=O)Nc2nc(N)n(-c3ccccc3)n2)cc1OC	-5	126	-31%	-2%	-8	89	96	5	126
O=C(c1cc(-c2ccco2)on1)N1CCCc2ccccc21	4	139	-22%	-6%	2	94	92	-4	139
O=C(Nc1ccccc1N1CCN(c2ccccc2)CC1)C1CCCCC1	nt	nt	-4%	-1%	12	85	73	nt	nt
CC1CN(C(c2cccs2)c2sc3ncnn3c2O)CC(C)O1 (configuration not stated)	-19	180	nt	nt	-4	95	99	19	180
Cc1ccccc1OCC(=O)N/N=C/c1ccc(Sc2nc3ccccc3s2)o1	-5	174	-49%	-126%	nt	nt	nt	5	174
CC1(C)C2CCC1(CS(=O)(=O)N1CCOCC1)C(=O)C2 (configuration not stated)	0	144	14%	1%	7	110	103	0	144
Cc1ccc(C)c(N2CCN(C(=O)Cn3cccc3)CC2)c1	12	124	3%	-12%	-9	82	91	-12	124
COc1ccc(C(=O)OCC(=O)c2ccccc2)cc1S(=O)(=O)N1CCOCC1	9	128	-55%	-3%	22	102	79	-9	128
COc1ccc(-c2cc(=O)c3ccccc3n2C)cc1	0	178	nt	nt	-4	102	105	0	178
COC(=O)[C@H](CCSC)NC(=O)Nc1ccc(C)cc1	-11	113	17%	-3%	nt	nt	nt	11	113
CC1CCCC(NC(=O)c2n[nH]c(=O)c3ccccc23)C1C (configuration not stated)	-8	106	2%	-12%	21	87	66	8	106
COc1ccc(-c2cc(C(=O)Oc3ccc([N+](=O)[O-])cc3)c3ccccc3n2)cc1	6	137	1%	4%	nt	nt	nt	-6	137
Cc1ccc(-c2cc3ccccc3nc2N2CCCC2)cc1	10	122	9%	0%	nt	nt	nt	-10	122
COc1ccc(C)cc1NC(=O)Cn1cnc2sc(C)c(S(=O)(=O)N3CCOCC3)c2c1=O	2	105	nt	nt	11	88	77	-2	105
CCC(CC)c1nnc(NC(=O)CCN2C(=O)c3ccccc3C2=O)s1	3	156	-4%	-3%	-7	95	102	-3	156
COc1ccccc1C(=O)Oc1cc(N)n(S(=O)(=O)c2ccc(C)cc2)n1	-2	95	-9%	6%	nt	nt	nt	2	95
Cc1cccc(NC2SC(=O)N(CC(=O)O)C2=O)c1 (configuration not stated)	-12	118	nt	nt	-2	86	88	12	118
O=C(Nc1cc(Cl)cc(Cl)c1)C(NCCO)c1ccccc1 (configuration not stated)	10	126	6%	3%	9	97	88	-9	126
Cc1nn(Cc2ccccc2)c(C)c1NC(=O)CSc1nc2sc3c(c2c(=O)n1C)CCC3	-5	111	nt	nt	1	44	43	5	111
CCOC(=O)Cc1c(C)nc2c(-c3ccccc3)c(-c3ccccc3)[nH]n2c1=O	-7	119	-32%	3%	-37	32	69	7	119
CN(C)S(=O)(=O)Oc1cccc(C(=O)Nc2ccc(Cl)cc2)c1	6	145	44%	-6%	nt	nt	nt	-5	145
COc1cccc(NC(=O)CN2CCN(c3nc(-c4cccc(OC)c4)cs3)CC2)c1	1	85	nt	nt	9	93	84	-1	85

Entries listed above shown as hits in PLAP inhibitors HTS.
SMILES	PLAP inhibitors HTS	Bcl-B displacement	NFkB transloc pot	NFkB transloc pot cell count 2 µM
CSc1cccc(NC(=O)/C=C/c2ccccc2)c1	76µM*	-6%	-9	213

Reformatted: entries from further up
Fields – IL1B NFkB inh | IL1B NFkB inh cell count 2 µM | PLAP inhibitors HTS | Bcl-B displacement | MRP reversal | MRP reversal cytotoxicity | MRP reversal with doxorubicin | NFkB transloc pot | NFkB transloc pot cell count 2 µM
COc1ccc(-c2cc(C(=O)Oc3ccc([N+](=O)[O-])cc3)c3ccccc3n2)cc1
  6 | 137 | 1% | 4% | nt | nt | nt | -6 | 137
Cc1ccccc1OCC(=O)N/N=C/c1ccc(Sc2nc3ccccc3s2)o1
  -5 | 174 | -49% | -126% | nt | nt | nt | 5 | 174
CCC(CC)c1nnc(NC(=O)CCN2C(=O)c3ccccc3C2=O)s1
  3 | 156 | -4% | -3% | -7 | 95 | 102 | -3 | 156

(listing goes on)
SMILES	IL1B NFkB inh	IL1B NFkB inh cell count 2 µM	PLAP inhibitors HTS	Bcl-B displacement	MRP reversal	MRP reversal cytotoxicity	MRP reversal with doxorubicin	NFkB transloc pot	NFkB transloc pot cell count 2 µM
COc1ccc(N=Cc2sc3ccccc3c2Cl)cc1	2	140	-3%	-1%	nt	nt	nt	-2	140
O=C(NCc1ccco1)C1CCN(S(=O)(=O)Cc2ccccc2)CC1	-3	139	nt	nt	0	92	92	3	139
COCCSc1ccccc1C(=O)Nc1ccc2c(c1)OCCO2	-5	125	21%	0%	5	90	86	5	125
CCOc1ccc(N2C(=O)CC(Sc3ncccn3)C2=O)cc1 (configuration not stated)	-12	167	19%	-10%	-3	88	91	12	167
CC1CCCN(C(=O)c2ccc(COc3ccccc3Br)cc2)C1 (configuration not stated)	-5	143	-32%	-4%	nt	nt	nt	5	143
Cn1nc(OC(=O)Nc2ccc(F)cc2)cc1C(F)(F)F	2	101	14%	-5%	11	109	98	-11	54
Cc1cc(C)c(NC(=O)Cn2nnc(C(=O)NCc3cccs3)c2N)c(C)c1	-2	149	0%	-4%	nt	nt	nt	2	149
Cc1ccc(CS/C(Nc2ccccc2C)=C(\C#N)C(=O)NCc2ccco2)c(C)c1	8	156	-32%	8%	10	72	62	-8	156
COc1ccc(OC)c(C(=O)CSc2nnc(-c3cccs3)n2C)c1	10	95	5%	-11%	-14	71	86	-10	95
COc1ccc(S(=O)(=O)NC2(C(F)(F)F)N=C3SCCN3C2=O)cc1 (configuration not stated)	-21	112	-6%	0%	7	84	77	21	112
CCCS(=O)(=O)N1CCC(C(=O)NCCN2CCC(Cc3ccccc3)CC2)CC1	-14	137	-56%	1%	0	79	79	14	137
CN1CCN(S(=O)(=O)c2ccc3c(c2)OCCO3)CC1	-17	192	-8%	6%	3	102	99	17	192

An excerpt from above, limited to MRP reversal cytotoxicity:
SMILES	MRP reversal cytotoxicity
COc1ccc(OC)c(C(=O)CSc2nnc(-c3cccs3)n2C)c1	71
COc1ccc(S(=O)(=O)NC2(C(F)(F)F)N=C3SCCN3C2=O)cc1 (configuration not stated)	84
CCCS(=O)(=O)N1CCC(C(=O)NCCN2CCC(Cc3ccccc3)CC2)CC1	79
CN1CCN(S(=O)(=O)c2ccc3c(c2)OCCO3)CC1	102

3 compounds picked at random from those above:
SMILES	IL1B NFkB inh	IL1B NFkB inh cell count 2 µM	PLAP inhibitors HTS	Bcl-B displacement	MRP reversal	MRP reversal cytotoxicity	MRP reversal with doxorubicin	NFkB transloc pot	NFkB transloc pot cell count 2 µM
CC1CCCN(C(=O)c2ccc(COc3ccccc3Br)cc2)C1 (configuration not stated)	-5	143	-32%	-4%	nt	nt	nt	5	143
Cc1ccc(CS/C(Nc2ccccc2C)=C(\C#N)C(=O)NCc2ccco2)c(C)c1	8	156	-32%	8%	10	72	62	-8	156
COc1ccc(S(=O)(=O)NC2(C(F)(F)F)N=C3SCCN3C2=O)cc1 (configuration not stated)	-21	112	-6%	0%	7	84	77	21	112
